Assay outcomes: PubChem, several laboratories
TNF necrop inh: blocks TNF-alpha induced death of Jurkat FADD-/- cells. Jurkat FADD-/- TNF necroptosis rescue, ATP luminescence, 24 h; 0 = TNF only, 100 = no-TNF cells. activation (protection from cell death), % at 10 µM. hit rate 0.068% among 220,000. AID 463075;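 active = activation, meaning protection from cell death, of at least 50% relative to plate controls; inactive = activation below 50%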;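 note: necroptosis triggered by 40 ng/mL TNF-alpha added together with compound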
RBBP9 inh: inhibitors of human serine hydrolase RBBP9. O75884. recombinant RBBP9, FP-Rh probe fluorescence polarization. inhibition, % at 7.94 µM. hit rate 0.2% among 220,000;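 active = inhibition above the campaign mean of all tested compounds plus 3 SD, cut at about 14% in these data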;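 note: plate controls were DMSO wells with RBBP9 for no effect and wells lacking RBBP9 protein for full effect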
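Measured by: FP readout at 525/598 nm; material: recombinant human RBBP9; also added: Serine-hydrolase probe FP-Rh, 375 nM pre-mixing; medium: Tris buffer pH 8.0, NaCl, Pluronic; replication: one well per compound; doses: one concentration, 7.94 µM nominal, 0.794% DMSO; timing: preincubation 30 min plus labeling 45 min at 25 °C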
Runt-SMMHC FRET: Runt domain-CBFb-SMMHC interaction inhibition; Cerulean-Runt/Venus-CBFb-SMMHC FRET ratio 530/480, 1 h; inhibition, % at 20 µM; hit rate 0.74% among 220,000; Q01196+Q13951;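 active = mean inhibition across duplicate retests at 20 µM reaching about 50%, limit read from the data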;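 note: 0% = DMSO wells and 100% = wells with excess untagged CBFb-SMMHC; inhibitors lower the FRET ratio by blocking Runt binding to CBFb-SMMHC; some results filed as inactive read as strong as hits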
PERK inh: blocks human PERK kinase. Q9NZJ5. CHO PERK-DD fusion, SEAP luminescence translation reporter. inhibition, % at 5.6 µM. hit rate 0.17% among 220,000. AID 1416;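 active = inhibition above the mean inhibition of all tested compounds plus 3 SD, set separately per screening campaign, cut at about 2.9% in these data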;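 note: PERK kinase domain activated by AP20187 dimerizer at 100 nM; 0% = DMSO with dimerizer and 100% = rapamycin at 8.4 µM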
PGE2 EP2 inh: blocks the human prostaglandin E2 receptor EP2 | C6 glioma cells expressing human EP2, cAMP TR-FRET; cells stimulated with saturating PGE2 | hit rate 0.52% among 260,000 | P43116 | inhibition, % at 25 µM;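 active = percent inhibition above 40 after rounding to a whole number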;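 note: rat C6 glioma host cells with rolipram phosphodiesterase inhibitor present; the protocol text gives 20 µM as final concentration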
Target sequence (P43116 whole entry, looked up): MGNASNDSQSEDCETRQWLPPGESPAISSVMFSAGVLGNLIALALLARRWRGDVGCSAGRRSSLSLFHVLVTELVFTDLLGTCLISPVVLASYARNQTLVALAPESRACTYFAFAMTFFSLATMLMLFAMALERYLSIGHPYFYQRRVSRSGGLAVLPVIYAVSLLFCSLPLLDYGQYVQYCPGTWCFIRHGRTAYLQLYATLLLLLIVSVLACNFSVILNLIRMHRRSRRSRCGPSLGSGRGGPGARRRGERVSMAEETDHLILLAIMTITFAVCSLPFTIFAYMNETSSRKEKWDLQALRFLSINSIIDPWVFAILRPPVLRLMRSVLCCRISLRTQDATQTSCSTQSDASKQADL
EP2 modulator: modulates human prostaglandin E2 receptor EP2 signaling | hit rate 0.83% among 260,000 | AID 940 | P43116 | induction, % at 25 µM | EP2-expressing cells, cAMP HTRF FRET, PGE2 co-stimulation;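 active = compounds whose cAMP rise, as percent of the full-agonist control response, exceeds 60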;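 note: rat C6 glioma line stably carrying human EP2 under a CMV promoter; the protocol text gives 20 µM as final concentration; 100% = response of wells given 1 µM PGE2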
Runt-CBFb FRET: inhibitors of human RUNX1 Runt domain binding to CBFb. hit rate 0.46% among 220,000. inhibition, % at 20 µM. Q01196+Q13951. Cerulean-Runt/Venus-CBFb FRET ratio 530/480, 1 h;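 active = inhibition over about 50% at 20 µM in the single-dose screen, limit read from the data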;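 note: 0% = DMSO wells and 100% = excess unlabeled CBFb competitor control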
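Measured by: fluorescence energy transfer, 422 nm excitation, 530/480 nm emission; test system: Cerulean-tagged RUNX1 Runt domain (FRET donor) fusion protein; buffer or medium: Tris pH 7.5 buffer with BSA; compound: one dose, 20 µM compound, 1% DMSO; times: two 1 h room-temperature incubations shielded from light; benchmarks: unlabeled CBFb 5 µM, positive control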
zVAD death inh: L929 zVAD cell death inhibition; L929 zVAD necroptosis rescue, ATP luminescence, 24 h; with zVAD 60 µM; viability rescue, % at 10 µM; hit rate 0.38% among 220,000; AID 1377;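 active = activation, scaled between plate controls, above about 75%, limit read from the data; inactive = activation under that limit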;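 note: 0% = zVAD with DMSO and 100% = DMSO alone without zVAD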
Hck-Nef inh: human Hck-Nef kinase inhibition | hit rate 0.68% among 220,000 | Recombinant Hck-YEEI plus Nef, Z-Lyte FRET kinase assay | inhibition, % at 20 µM | AID 463187;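 active = Hck-Nef kinase inhibition above about 50%, limit read from the data; inactive = inhibition below that limit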;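 note: 0% = DMSO with Hck plus Nef and 100% = Hck alone without Nef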
Target sequence (P08631 whole entry, looked up): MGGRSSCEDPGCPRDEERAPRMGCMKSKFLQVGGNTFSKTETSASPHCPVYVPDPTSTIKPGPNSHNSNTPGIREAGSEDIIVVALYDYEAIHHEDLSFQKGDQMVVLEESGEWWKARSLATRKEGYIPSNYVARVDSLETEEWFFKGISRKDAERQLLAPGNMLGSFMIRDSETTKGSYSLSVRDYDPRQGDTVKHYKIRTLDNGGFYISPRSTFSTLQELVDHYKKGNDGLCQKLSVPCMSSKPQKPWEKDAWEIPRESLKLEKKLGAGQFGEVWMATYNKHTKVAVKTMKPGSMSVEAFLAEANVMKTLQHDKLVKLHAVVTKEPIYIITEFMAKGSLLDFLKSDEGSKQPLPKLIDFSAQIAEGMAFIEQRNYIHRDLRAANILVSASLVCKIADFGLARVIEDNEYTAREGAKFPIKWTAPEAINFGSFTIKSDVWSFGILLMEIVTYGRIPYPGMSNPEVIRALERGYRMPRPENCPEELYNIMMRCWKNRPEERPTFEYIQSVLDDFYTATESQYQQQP
* = called active by the depositor; / = no result given; & = joins results of further samples.

The first three compounds, ahead of the listing:
SMILES	TNF necrop inh	RBBP9 inh	Runt-SMMHC FRET	PERK inh	PGE2 EP2 inh	EP2 modulator	Runt-CBFb FRET	zVAD death inh	Hck-Nef inh
Cc1ccc(S(=O)(=O)N2CN3CCN(C3)C2)cc1	1.4	1	4	1.3	13	18	-1	2.1	2
Cc1cc(C=C2C(=O)N(C)C(=S)N(C)C2=O)c(C)n1-c1ccncc1	-23	-11	0	1.0	30	-50	8	-0.3	34
O=c1[nH]c(=S)[nH]c(O)c1N=Nc1ccc(OC(F)F)cc1	-6.4	-13	-13	0.5	4	4	-8	-1.5	-31

This part in full, previewed entries included:
SMILES	TNF necrop inh	RBBP9 inh	Runt-SMMHC FRET	PERK inh	PGE2 EP2 inh	EP2 modulator	Runt-CBFb FRET	zVAD death inh	Hck-Nef inh
Cc1ccc(S(=O)(=O)N2CN3CCN(C3)C2)cc1	1.4	1	4	1.3	13	18	-1	2.1	2
Cc1cc(C=C2C(=O)N(C)C(=S)N(C)C2=O)c(C)n1-c1ccncc1	-23	-11	0	1.0	30	-50	8	-0.3	34
O=c1[nH]c(=S)[nH]c(O)c1N=Nc1ccc(OC(F)F)cc1	-6.4	-13	-13	0.5	4	4	-8	-1.5	-31
Cc1ccc(S(=O)(=O)Cc2ccc(C(=O)N3CCC4(CC3)OCCO4)o2)cc1	-3.5	-4	5	-0.1	4	3	10	0.1	2
Cc1cc([P+](=O)O)c(C)n1-c1ccc(Br)cc1	-2.9	1	-6	1.8	6	21	-2	-0.1	8
CCC(=NCCc1ccccc1)c1c(O)n(C2CCCCC2)c(=O)[nH]c1=O	-0.6	0	0	-1.1	7	32	-4	0.4	-1
O=C(CCN1CCCCC1)NCC(=O)Nc1ccc(Br)cc1C(=O)c1ccccc1	-3.6	-6	-5	-1.0	9	-6	/	0.1	-2
Fc1ccccc1CCNCc1cccc(Cl)c1Cl	2.2	-1	-3	0.1	11	27	-1	0.3	-2
CC(C)C1(C)N=C(c2ncccc2C(=O)O)NC1=O (stereo not drawn)	-0.5	-5	-2	0.2	8	72*	3	0.3	1
N#Cc1ccccc1Cn1cc(C(=O)C2CC2)c2ccccc21	-1.7	-7	-2	-0.5	17&21	21&26	0	2.6	0
Cc1cc(NC(=O)CCl)nn1C	11	-4	0	0.8	12	34	-1	69	12
CCC(=Nc1ccc(OC)cc1OC)c1c(O)n(C)c(=O)n(C)c1=O	-6.6	-6	-3	0.4	13	10	12	0.1	1

Entries of single compounds, quoted from the list:
Results for Cc1cc(C=C2C(=O)N(C)C(=S)N(C)C2=O)c(C)n1-c1ccncc1 → TNF necrop inh = -23; RBBP9 inh = -11; Runt-SMMHC FRET = 0; PERK inh = 1.0; PGE2 EP2 inh = 30; EP2 modulator = -50; Runt-CBFb FRET = 8; zVAD death inh = -0.3; Hck-Nef inh = 34
Results for Cc1cc(NC(=O)CCl)nn1C → TNF necrop inh = 11; RBBP9 inh = -4; Runt-SMMHC FRET = 0; PERK inh = 0.8; PGE2 EP2 inh = 12; EP2 modulator = 34; Runt-CBFb FRET = -1; zVAD death inh = 69; Hck-Nef inh = 12
Results for CCC(=NCCc1ccccc1)c1c(O)n(C2CCCCC2)c(=O)[nH]c1=O → TNF necrop inh = -0.6; RBBP9 inh = 0; Runt-SMMHC FRET = 0; PERK inh = -1.1; PGE2 EP2 inh = 7; EP2 modulator = 32; Runt-CBFb FRET = -4; zVAD death inh = 0.4; Hck-Nef inh = -1

More records follow.
SMILES	TNF necrop inh	RBBP9 inh	Runt-SMMHC FRET	PERK inh	PGE2 EP2 inh	EP2 modulator	Runt-CBFb FRET	zVAD death inh	Hck-Nef inh
C[C@@]1(CO)[C@H](O)CC[C@@]2(C)[C@H]1CC[C@H]1C[C@@H]3C[C@@]12CC[C@]3(O)CO	-14	-6	1	-0.7	15	6	-1	1.0	-1
Cc1cc(NCCN)nc2ccccc12	2.2	-8	-5	-0.5	12	-50&-5	2	-0.3	6
CN(C)CC1Oc2ccccc2OC1(O)c1ccccc1 (stereo not drawn)	-21	-6	4	-0.6	17	3	11	5.0	16
CC(=O)c1ccc2c(c1)C1C(Cl)C(Sc3ccccc3[N+](=O)[O-])CC1C(c1ccccc1[N+](=O)[O-])N2 (stereo not drawn)	-4.2	0	-16	-1.3	8	-13	-1	-0.3	5
c1ccc2c3c([nH]c2c1)CNCC3	0.5	-6	-3	0.1	17	-22	-2	2.9	-1
C=C(C)Cn1c(=O)n(CC2CS2)c2ccccc21 (stereo not drawn)	-2.6	-4	2	0.6	2	19	-1	-0.7	10
COc1ccccc1N=Cc1c(O)n(C)c(=O)n(C)c1=O	-1.6	-7	-1	-0.1	/	-2	0	1.1	2
O=C1C2CCCN2C(c2cccc(Cl)c2)N1c1ccccn1 (stereo not drawn)	-0.1	-7	4	0.1	5	23	1	-0.4	-1
C(#CCN1CCOCC1)COCc1ccccc1	-3.3	0	-1	0.8	2	-9	1	-0.1	0
O=c1c2ccccc2nc(/C=C/c2ccc3c(c2)OCO3)n1-c1cccc(O)c1	-2.3	-9	4	-0.7	9	37	1	0.2	13
Nc1cccc(N=Cc2c(O)n(Cc3ccc(F)cc3)c(=O)[nH]c2=O)c1	-1.2	-3	7	0.7	14	-10	3	-0.3	2
CCC(C)N1C(=O)/C(=C\c2ccc(N3CCCCCC3)cc2)C(=O)NC1=S (stereo not drawn)	-0.9	-7	9	0.1	6	3	10	0.5	13
COc1ccc(C2CN(C)CC2C(=O)c2ccc(C)cc2)cc1Cl (stereo not drawn)	4.5	-3	-2	-0.5	3	-48	0	0.6	4
CC1SC2(CN3CCC2CC3)NC1=O (stereo not drawn)	0.7	-11	-3	1.3	14	-4	-2	2.1	2
CCCCn1c(N)c(C(=O)NCc2cccs2)c2nc3ccccc3nc21	2.1	-11	76*	-0.3	2	62*	/	2.6	30
O=C1Nc2ccccc2C1Cc1nc2ccccc2c(=O)n1-c1ccccc1 (stereo not drawn)	-2.5	4	3	-1.1	2	-35	4	1.4	-1
C/C(=N\N1CCN(C)CC1)c1c(O)n(Cc2ccccc2)c(=O)[nH]c1=O	1.5	1	1	0.0	6	18	1	0.2	0
CC1CN(O)C2CCc3c(no[n+]3[O-])C12O (stereo not drawn)	-1.6	-4	0	0.4	7	25	3	-0.5	1
O=C1NC(=O)N(CCC2=CCCCC2)C(=O)/C1=C/c1cccs1	-2.4	-2	13	0.0	33	-36	15	1.0	37
CC(=O)OC1C2CCC1C(N1CCCCC1)CC2 (stereo not drawn)	0.1	-7	2	-0.4	6	21	-1	1.6	25
Cc1c(C(c2ccc(Cl)cc2Cl)c2c(O)c3ccccc3oc2=O)c(=O)n(-c2ccccc2)n1C (stereo not drawn)	-0.7	-9	-3	-0.5	8	35	-1	0.6	-20
O=C1NC(=O)C(=Cc2csc3ccccc23)C(=O)N1	-2.9	-7	21	0.2	14	-31	30	-0.2	-17
O=c1c2ccccc2nc(N2CCCC2)n1-c1ccc(Cl)cc1	-1.5	-1	-2	0.1	9	68*	1	0.6	0
C#CCN1C(=O)C2(C(C#N)=C(N)OC(C)=C2C(=O)OCc2ccccc2)c2ccccc21 (stereo not drawn)	-1.3	-8	1	-0.1	5	30	-3	3.0	2
COc1ccc(NP(=O)(Nc2ccc(OC)cc2)Oc2ccccc2)cc1	-1.6	-12	3	-0.4	9	-30	-1	0.5	1
CCN(CC)S(=O)(=O)c1cc(NC(=O)C(C)N2CC=C(c3ccccc3)CC2)ccc1C (stereo not drawn)	4.1	-5	0	-0.7	2	-10	-2	0.4	1
COc1cccc(C(=O)C2CCCN(Cc3ccon3)C2)c1 (stereo not drawn)	-0.1	-13	2	-0.3	1	0	2	0.4	16
Cc1ccccc1CS(=O)(=O)Cc1ccc(C(=O)N2CCC3(CC2)OCCO3)o1	0.1	-5	2	-0.2	/	-9	2	-0.6	0
CCCCCCN=C(CC)c1c(O)n(CCCC)c(=O)[nH]c1=O	0.2	-2	-6	-0.8	16	-5	-10	1.4	3
CCCCc1nc2ccccc2c(=O)n1-c1ccccc1[N+](=O)[O-]	-3.4	-6	-1	0.3	8	37	-1	-0.5	1
O=C1NC(=O)[C@]2(Cc3ccccc3N3CCN(c4ccccc4)CC32)C(=O)N1c1ccccc1 (stereo partly drawn)	2.5	-6	-11	-0.4	16	27	-3	0.8	4
O=C(c1ccc(Cl)cc1)C1CCCN(Cc2ccon2)C1 (stereo not drawn)	0.3	-1	-1	0.2	10	-38	-1	0.5	24
CCOC(=O)c1c(C)c(P(=S)(N2CCOCC2)N2CCOCC2)n(C)c1C	-0.2	0	4	-0.7	12	12	10	-0.5	1
COc1ccc(CCNC2CCCCC2)cc1	2.5	0	0	-0.2	9	10	-1	0.7	-15
O=C1NC(=O)C(=Cc2ccc3c(c2)OCO3)C(=O)N1	-0.4	-7	6	0.1	3	11	5	2.2	20
Cn1cc(NC(=O)CCl)cn1	7.0	-1	1	0.4	5	-18	-2	1.8	17
CCC(C)NC(=O)c1c(N)n(CC2CCCO2)c2nc3ccccc3nc12 (stereo not drawn)	2.5	11	100*	-0.3	15	57	12	6.4	42
COC(=O)c1ccccc1OP(=O)(c1cccc([N+](=O)[O-])c1)c1cccc([N+](=O)[O-])c1	0.5	7	-1	0.2	5	3	0	-0.3	13

Reprinted from above for reference:
SMILES	TNF necrop inh	RBBP9 inh	Runt-SMMHC FRET	PERK inh	PGE2 EP2 inh	EP2 modulator	Runt-CBFb FRET	zVAD death inh	Hck-Nef inh
COc1ccc(NP(=O)(Nc2ccc(OC)cc2)Oc2ccccc2)cc1	-1.6	-12	3	-0.4	9	-30	-1	0.5	1
CCN(CC)S(=O)(=O)c1cc(NC(=O)C(C)N2CC=C(c3ccccc3)CC2)ccc1C (stereo not drawn)	4.1	-5	0	-0.7	2	-10	-2	0.4	1
COc1cccc(C(=O)C2CCCN(Cc3ccon3)C2)c1 (stereo not drawn)	-0.1	-13	2	-0.3	1	0	2	0.4	16
Cc1ccccc1CS(=O)(=O)Cc1ccc(C(=O)N2CCC3(CC2)OCCO3)o1	0.1	-5	2	-0.2	/	-9	2	-0.6	0

These rows are one share of the data, so the mix of outcomes need not match the whole.
